S1P2 ag – agonists of human S1P2 receptor; activation, % at 4.5 µM; S1P2-expressing cell line, agonist reporter read-out; 97,000 compounds, 0.46% hits; O95136; in the data active = activation above about 16%;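 also: 0% = vehicle low control and 100% = maximal reference agonist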
PostGolgi ctrl – inhibits growth of the yeast control strain; efflux-deficient yeast background strain, growth absorbance A615, 16 h; AID 738; 98,000 compounds, 5% hits; inhibition, % at 10 µM; in the data active = inhibition above about 30%
sEH activator – soluble epoxide hydrolase (human) activation. purified human sEH enzymatic activity, activator screen. 91,000 compounds, 0.04% hits. activation, % at 2 µM; in the data active = activation above about 37%; also: values of inactives mirror those of a sister screen read the other way
H69AR inhibit – growth inhibitors of human H69AR lung tumor cells; H69AR lung tumor viability, ATP luminescence, 72 h; active compounds read low; viability, % at 10 µM; 85,000 compounds, 6% hits;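 active = viability at or below 40%; inactive = viability above 40%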;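 also: multidrug resistant small cell line overexpressing MRP-1 efflux transporter; 100% = mean luminescence of untreated control wells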
LYP act – LYP (human) phosphatase activation; recombinant LYP, DiFMUP fluorescence; 0 = plate median, 100 = signal doubled; activation, % at 2 µM; 96,000 compounds, 0.11% hits; AID 697;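 active = activation at 2 µM above a set limit, the mean plus 5 SD, cut at about 37% in these data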
Target sequence (Q9Y2R2 whole entry, looked up): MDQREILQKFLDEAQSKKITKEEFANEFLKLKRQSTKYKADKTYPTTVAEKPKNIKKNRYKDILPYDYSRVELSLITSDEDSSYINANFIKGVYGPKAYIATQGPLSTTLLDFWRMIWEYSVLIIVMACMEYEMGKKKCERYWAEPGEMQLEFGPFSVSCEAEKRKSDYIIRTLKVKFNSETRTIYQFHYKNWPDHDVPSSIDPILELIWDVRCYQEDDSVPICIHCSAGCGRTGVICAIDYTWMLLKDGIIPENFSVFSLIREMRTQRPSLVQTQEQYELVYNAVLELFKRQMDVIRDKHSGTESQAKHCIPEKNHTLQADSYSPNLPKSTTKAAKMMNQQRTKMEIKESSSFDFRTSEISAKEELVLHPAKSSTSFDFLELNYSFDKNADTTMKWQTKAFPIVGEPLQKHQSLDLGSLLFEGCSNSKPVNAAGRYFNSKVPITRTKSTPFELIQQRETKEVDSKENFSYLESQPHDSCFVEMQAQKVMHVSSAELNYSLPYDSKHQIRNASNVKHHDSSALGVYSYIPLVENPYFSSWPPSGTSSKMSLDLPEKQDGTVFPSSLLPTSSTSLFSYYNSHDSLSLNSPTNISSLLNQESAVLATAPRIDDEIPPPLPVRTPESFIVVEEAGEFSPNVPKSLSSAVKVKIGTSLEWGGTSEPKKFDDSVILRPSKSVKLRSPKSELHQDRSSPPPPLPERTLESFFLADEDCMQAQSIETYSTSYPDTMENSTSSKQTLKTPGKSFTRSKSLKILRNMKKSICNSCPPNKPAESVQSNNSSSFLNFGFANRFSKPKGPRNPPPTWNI
HUVEC prolif 384 – blocks proliferation of human endothelial cells; HUVEC proliferation, CellTiter-Glo luminescence, 72 h; active compounds read low; viability, % at 10 µM (by protocol); 86,000 compounds, 1.1% hits;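 active = viability at or below 30%; inactive = viability above 30%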;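 also: 100% = median luminescence of DMSO-only cell control wells on each plate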
Fibroblast inh – blocks proliferation of human lung fibroblasts. LL 47 human lung fibroblast viability, ATP luminescence; active compounds read low. viability, % at 10 µM. 85,000 compounds, 1.1% hits;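 active = viability at or below 50% in the single dose screen; inactive = viability above 50%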;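 also: compound exposure lasted 72 h before the ATP readout; 100% = median luminescence of untreated cell-only wells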
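material = human LL 47 lung fibroblast cells | dosing = compounds added from tenfold dosing solution, 0.1% DMSO final | timing = overnight cell rest, 72 h compound treatment at 37 °C | measured by = CellTiter-Glo luminescence measuring cellular ATP | evaluation = % viability versus median cells-only luminescence | control set = cell-only wells, no compound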
S1P2 blocker – S1P2 (human) receptor antagonism; cell-based S1P2 antagonist assay, inhibition at 5 uM; inhibition, % at 5 µM; 97,000 compounds, 0.21% hits; in the data active = inhibition above about 45%;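 also: CRE beta-lactamase reporter cells expressing human S1P2 stimulated with S1P; 0% = agonist at EC80 alone and 100% = agonist plus reference antagonist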
sEH inh – blocks human soluble epoxide hydrolase activity; P34913; recombinant human sEH enzymatic activity assay; inhibition, % at 2 µM; 91,000 compounds, 0.34% hits; in the data active = inhibition above about 80%; also: values of inactives mirror those of a sister screen read the other way; many of its hits are not listed in these tables
* marks the source's active call; other numbers are inactive results. Not all compounds are listed; count on the stated rates, not on these rows.

Start of the listing, in advance:
Screening CC(C)N1C(=O)C2C(C(=O)NC3CCCCC3)C3C=CC2(O3)C1C(=O)NC1CCCCC1 (configuration not stated) returned S1P2 ag 0, PostGolgi ctrl 21, sEH activator 0, H69AR inhibit 97, LYP act 7, HUVEC prolif 384 95, Fibroblast inh 101, S1P2 blocker -9 and sEH inh 3.
For CCN1CCN(C(=O)Nc2ccc(Cc3ccc(NC(=O)N4CCN(CC)CC4)cc3)cc2)CC1 the results were S1P2 ag -8, PostGolgi ctrl 0, H69AR inhibit 85, LYP act 10, HUVEC prolif 384 77, Fibroblast inh 94 and S1P2 blocker 7.
For O=C(O/N=C\c1ccc(N2CCCCC2)c([N+](=O)[O-])c1)c1c(F)cccc1F the results were S1P2 ag -5, PostGolgi ctrl -1, sEH activator 16, LYP act 12, S1P2 blocker -2 and sEH inh -15.
`CN1C(=O)c2ccc(NC(=O)C3CCCCC3)cc2C1=O` gave S1P2 ag -2, PostGolgi ctrl 4, sEH activator -20, H69AR inhibit 94, LYP act 10, HUVEC prolif 384 105, Fibroblast inh 100, S1P2 blocker -1 and sEH inh 23.
Screening CCC1(CC)NC(=O)N(CC(=O)OCC(=O)Nc2ccc(C(F)(F)F)cc2)C1=O returned S1P2 ag -4, PostGolgi ctrl 5, sEH activator -29, LYP act -2, S1P2 blocker 23 and sEH inh 31.
For CCOC(=O)c1c(NC(=O)CNCC(O)CO)sc(C)c1C (configuration not stated) the results were S1P2 ag 0, PostGolgi ctrl -1, sEH activator 1, LYP act 12, S1P2 blocker 4 and sEH inh -1.
Screening COc1ccc(OC)c(NC(=O)CN(c2ccc(C)cc2)S(=O)(=O)c2c(C)noc2C)c1 returned S1P2 ag -7, PostGolgi ctrl 9, sEH activator 9, H69AR inhibit 74, LYP act -5, HUVEC prolif 384 91, Fibroblast inh 94, S1P2 blocker -1 and sEH inh -6.
O=C(CSc1ncn[nH]1)Nc1ccc(S(=O)(=O)N2CCCC2)cc1 was read as S1P2 ag -6, PostGolgi ctrl 6, sEH activator -24, H69AR inhibit 95, LYP act 2, HUVEC prolif 384 97, Fibroblast inh 101, S1P2 blocker 3 and sEH inh 26.

All compounds of this part, previewed entries included:
Screening CC(C)N1C(=O)C2C(C(=O)NC3CCCCC3)C3C=CC2(O3)C1C(=O)NC1CCCCC1 (configuration not stated) returned S1P2 ag 0, PostGolgi ctrl 21, sEH activator 0, H69AR inhibit 97, LYP act 7, HUVEC prolif 384 95, Fibroblast inh 101, S1P2 blocker -9 and sEH inh 3.
For CCN1CCN(C(=O)Nc2ccc(Cc3ccc(NC(=O)N4CCN(CC)CC4)cc3)cc2)CC1 the results were S1P2 ag -8, PostGolgi ctrl 0, H69AR inhibit 85, LYP act 10, HUVEC prolif 384 77, Fibroblast inh 94 and S1P2 blocker 7.
For O=C(O/N=C\c1ccc(N2CCCCC2)c([N+](=O)[O-])c1)c1c(F)cccc1F the results were S1P2 ag -5, PostGolgi ctrl -1, sEH activator 16, LYP act 12, S1P2 blocker -2 and sEH inh -15.
`CN1C(=O)c2ccc(NC(=O)C3CCCCC3)cc2C1=O` gave S1P2 ag -2, PostGolgi ctrl 4, sEH activator -20, H69AR inhibit 94, LYP act 10, HUVEC prolif 384 105, Fibroblast inh 100, S1P2 blocker -1 and sEH inh 23.
Screening CCC1(CC)NC(=O)N(CC(=O)OCC(=O)Nc2ccc(C(F)(F)F)cc2)C1=O returned S1P2 ag -4, PostGolgi ctrl 5, sEH activator -29, LYP act -2, S1P2 blocker 23 and sEH inh 31.
For CCOC(=O)c1c(NC(=O)CNCC(O)CO)sc(C)c1C (configuration not stated) the results were S1P2 ag 0, PostGolgi ctrl -1, sEH activator 1, LYP act 12, S1P2 blocker 4 and sEH inh -1.
Screening COc1ccc(OC)c(NC(=O)CN(c2ccc(C)cc2)S(=O)(=O)c2c(C)noc2C)c1 returned S1P2 ag -7, PostGolgi ctrl 9, sEH activator 9, H69AR inhibit 74, LYP act -5, HUVEC prolif 384 91, Fibroblast inh 94, S1P2 blocker -1 and sEH inh -6.
O=C(CSc1ncn[nH]1)Nc1ccc(S(=O)(=O)N2CCCC2)cc1 was read as S1P2 ag -6, PostGolgi ctrl 6, sEH activator -24, H69AR inhibit 95, LYP act 2, HUVEC prolif 384 97, Fibroblast inh 101, S1P2 blocker 3 and sEH inh 26.
Screening COc1ccc(N2CCN(C(=O)Cn3nnc(-c4ccc(OC)c(OC)c4)n3)CC2)cc1 returned S1P2 ag -5, PostGolgi ctrl 4, sEH activator -10, H69AR inhibit 15*, LYP act 0, HUVEC prolif 384 101, Fibroblast inh 100, S1P2 blocker -22 and sEH inh 10.
`O=c1[nH]c2cc3c(cc2cc1CN(Cc1cccnc1)Cc1nnnn1Cc1ccco1)OCCO3` gave S1P2 ag -3, PostGolgi ctrl 0, sEH activator 2, LYP act 1, S1P2 blocker -20 and sEH inh -1.
For CN(CC(=O)NC1CCCCC1)S(=O)(=O)c1cccc2nsnc12 the results were S1P2 ag -2, PostGolgi ctrl 5, sEH activator 13, H69AR inhibit 87, LYP act 0, HUVEC prolif 384 102, Fibroblast inh 97, S1P2 blocker 6 and sEH inh -11.
`C=CCNS(=O)(=O)c1sccc1/C=N/O` gave S1P2 ag -8, PostGolgi ctrl 4, sEH activator -4, H69AR inhibit 95, LYP act -3, HUVEC prolif 384 100, Fibroblast inh 101, S1P2 blocker 2 and sEH inh 3.
Screening N#Cc1ccc(Nc2ccccc2)c(N)c1 returned S1P2 ag -4, PostGolgi ctrl 7, sEH activator 4, H69AR inhibit 80, LYP act 11, HUVEC prolif 384 90, Fibroblast inh 90, S1P2 blocker -5 and sEH inh -4.
COc1cc(NC(=O)CCc2ccccc2)c(C(=O)O)cc1OC was read as PostGolgi ctrl 7, H69AR inhibit 97, HUVEC prolif 384 110 and Fibroblast inh 100.
CN1CCN(c2ccc([N+](=O)[O-])cc2C(=O)c2ccc(Br)cc2)CC1 was read as S1P2 ag -2, PostGolgi ctrl 21, sEH activator 13, LYP act 4, S1P2 blocker 0 and sEH inh -12.
`Nc1c(Sc2ccccc2)c(=O)[nH]c(=O)n1Cc1ccccc1` gave S1P2 ag -3, sEH activator 9, H69AR inhibit 94, LYP act 2, HUVEC prolif 384 88, Fibroblast inh 100, S1P2 blocker -13 and sEH inh -10.
`CCOc1cc(CNc2ccc(O)cc2)ccc1OCc1ccc(Cl)cc1Cl` gave S1P2 ag -7, PostGolgi ctrl 19, sEH activator -25, LYP act -1, S1P2 blocker -7 and sEH inh 26.
`CCCCCCNCc1cccc(Br)c1` gave S1P2 ag -7, PostGolgi ctrl 4, sEH activator -22, LYP act 9, S1P2 blocker -16 and sEH inh 22.
Screening CCOC(=O)c1ccccc1NC(=O)Cn1cnc2c(cnn2-c2ccccc2)c1=O returned S1P2 ag -5, PostGolgi ctrl 0, sEH activator 1, H69AR inhibit 81, LYP act -4, HUVEC prolif 384 97, Fibroblast inh 96, S1P2 blocker -5 and sEH inh -2.
`Cc1ccc(NC(=O)N(CCCN2CCOCC2)Cc2cc3cc4c(cc3[nH]c2=O)OCO4)cc1` gave S1P2 ag 7, PostGolgi ctrl 13, sEH activator -2, LYP act 1, S1P2 blocker -27 and sEH inh 2.
`COc1cc(Cn2ccnc2)c(OC)cc1Cn1ccnc1` gave S1P2 ag 0, PostGolgi ctrl 6, sEH activator 21, H69AR inhibit 90, LYP act -1, HUVEC prolif 384 89, Fibroblast inh 95, S1P2 blocker 19 and sEH inh -21.
Cc1c(Cl)c([N+](=O)[O-])nn1CC(=O)NC(C)C1CC2CCC1C2 (configuration not stated) was read as S1P2 ag -6, PostGolgi ctrl 6, sEH activator -4, LYP act -3, S1P2 blocker -8 and sEH inh 5.
For CCOC(=O)CSc1nnc(CNc2ccc(F)cc2)o1 the results were S1P2 ag -2, PostGolgi ctrl 18, H69AR inhibit 94, LYP act 8, HUVEC prolif 384 100, Fibroblast inh 110 and S1P2 blocker 26.
`O=C(NC1CC2CCCC(C1)N2C(=O)Nc1ccc(Cl)c(C(F)(F)F)c1)C1CC1` (configuration not stated) gave S1P2 ag -6, PostGolgi ctrl 15, sEH activator -79, H69AR inhibit 63, LYP act 0, HUVEC prolif 384 104, Fibroblast inh 87, S1P2 blocker 10 and sEH inh 79.
Screening Nc1nonc1C(=O)NCCNCc1cc(Br)ccc1OCc1ccccc1F returned S1P2 ag -3, PostGolgi ctrl 7, sEH activator 11, H69AR inhibit 46, LYP act -5, HUVEC prolif 384 80, Fibroblast inh 83, S1P2 blocker 73* and sEH inh -11.
`Cc1ccc(-n2c(SCC(=O)Nc3cc(C)on3)nc3c(c2=O)SC(C)C3)cc1` (configuration not stated) gave PostGolgi ctrl 22, H69AR inhibit 92, HUVEC prolif 384 103 and Fibroblast inh 97.
COc1ccc(-c2nnc(NC(=O)c3ccc(S(=O)(=O)N4CCc5ccccc5C4)cc3)o2)cc1 was read as S1P2 ag -6, PostGolgi ctrl 13, sEH activator -15, H69AR inhibit 18*, LYP act 7, HUVEC prolif 384 13*, Fibroblast inh 69, S1P2 blocker 8 and sEH inh 16.
Screening CCCC(CCC(=O)OC)(C(=O)OCC)c1csc(N)n1 (configuration not stated) returned S1P2 ag -3, PostGolgi ctrl 3, sEH activator -2, H69AR inhibit 104, LYP act -6, HUVEC prolif 384 102, Fibroblast inh 100, S1P2 blocker 4 and sEH inh 0.
`COc1ccc(CCNC(=O)C2CC(c3cccc([N+](=O)[O-])c3)=NO2)cc1` (configuration not stated) gave S1P2 ag -3, PostGolgi ctrl 6, sEH activator -19, LYP act 8, S1P2 blocker 1 and sEH inh 19.
COCCn1c(Cc2ccccc2)nnc1SCC(=O)NC(C)(C)C was read as S1P2 ag -9, PostGolgi ctrl 9, sEH activator -4, H69AR inhibit 87, LYP act -1, HUVEC prolif 384 91, Fibroblast inh 85, S1P2 blocker 14 and sEH inh 1.
Screening O=C(Nc1c(-c2ccccc2)nc2sccn12)c1ccccc1 returned PostGolgi ctrl -1, H69AR inhibit 93, HUVEC prolif 384 89 and Fibroblast inh 102.
`Cc1cccc(NC(=O)C2CCCN2C(=O)Oc2ccccc2)c1C` (configuration not stated) gave S1P2 ag -5, sEH activator 3, H69AR inhibit 100, LYP act -3, HUVEC prolif 384 94, Fibroblast inh 106, S1P2 blocker -2 and sEH inh 0.
`Cc1cc(NC(=O)COc2cccc(C)c2C)no1` gave S1P2 ag 0, PostGolgi ctrl 6, sEH activator 1, H69AR inhibit 100, LYP act 9, HUVEC prolif 384 112, Fibroblast inh 103, S1P2 blocker 6 and sEH inh -1.
Screening O=C(c1csc(Nc2ccccc2Cl)n1)N1CCCC1 returned S1P2 ag -5, PostGolgi ctrl 16, sEH activator 6, H69AR inhibit 67, LYP act -8, HUVEC prolif 384 92, Fibroblast inh 105, S1P2 blocker 5 and sEH inh -5.
`COc1ccccc1NC(=O)C1=C(C)Nc2ncnn2C1c1ccccc1C` (configuration not stated) gave S1P2 ag -4, PostGolgi ctrl 10, H69AR inhibit 78, LYP act 3, HUVEC prolif 384 98, Fibroblast inh 107 and S1P2 blocker 0.
For Cc1sc(NC(=S)NC(=O)C(C)(C)C)c(C(N)=O)c1C the results were S1P2 ag -3, PostGolgi ctrl 15, sEH activator 14, LYP act 6, S1P2 blocker 13 and sEH inh -12.
`O=c1oc2ccccc2c(O)c1/C=C1\C=Nc2ccccc21` gave S1P2 ag -7, PostGolgi ctrl 21, sEH activator -5, LYP act -5, S1P2 blocker 21 and sEH inh 4.
Screening COc1cc(OC)c(C#N)c(S(=O)(=O)Cc2ccccc2)c1 returned S1P2 ag -5, PostGolgi ctrl 6, sEH activator -3, H69AR inhibit 77, LYP act 3, HUVEC prolif 384 95, Fibroblast inh 92, S1P2 blocker 12 and sEH inh 3.
For COc1ccc(S(=O)(=O)NCCSCc2ccco2)cc1C the results were S1P2 ag -4, sEH activator -4, H69AR inhibit 82, LYP act 22, HUVEC prolif 384 91, Fibroblast inh 104, S1P2 blocker -9 and sEH inh 7.
